KCNH2 3.1 block = qHTS for Inhibitors of KCHN2 3.1: Mutant qHTS. Potassium voltage-gated channel subfamily H member 2, brain isoform KCNH2 3.1 (human). U2OS KCNH2 3.1, thallium flux FluxOr; stronger effect = lower value. activity change, % (tested at about 1.8 µM). hit rate 0.95% among 340,000. AID 720553, 2013;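 active = maximum activity change below -70%; inconclusive = maximum activity change from -70% to -50%; inactive = maximum activity change above -50%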;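 also: thallium influx rate constant from kinetic fluorescence after stimulation buffer; % is scaled to controls: 0 for no effect and ±100 for the full control effect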
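FluxOr-based Tl+ influx in U2OS cells transduced with KCNH2 3.1 virus; rate constants normalized to DMSO controls.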
NPC1 promoter act = qHTS Assay for NPC1 Promoter Activators; Huh7 NPC1 promoter luciferase reporter, 24 h; Potency, µM (titrated, usually from 9.22 µM), for the others: top-dose activation, most hits filed as activators; hit rate 2.4% among 320,000; AID 485313, 2010;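 also: potency is read from the fitted curve at half-maximal effect; % of control where 0% means no effect; nearly all actives have a fitted effect of over 60% in size; reporter is driven by a mutant NPC1 promoter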
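In 1536-well qHTS, Huh7 cells harboring an NPC1 promoter–luciferase construct received compound for 24 h; activation was quantified by luminescence following luciferase reagent addition.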
Tb PFK block = qHTS Assay to Find Inhibitors of T. brucei phosphofructokinase; ATP-dependent 6-phosphofructokinase (Trypanosoma brucei brucei), O15648; T. brucei PFK, ADP-Glo luminescence; Potency, µM (doses to about 57.5 µM), for the others: at the highest dose activity, negative = inhibition, most hits filed as inhibitors; hit rate 0.17% among 330,000; AID 485367, 2010;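 also: potency is read from the fitted curve at half-maximal effect; 0% = uninhibited 1x PFK enzyme wells and -100% = no-enzyme wells; nearly all actives have a fitted effect of over 60% in size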
Target sequence (O15648 whole entry, looked up): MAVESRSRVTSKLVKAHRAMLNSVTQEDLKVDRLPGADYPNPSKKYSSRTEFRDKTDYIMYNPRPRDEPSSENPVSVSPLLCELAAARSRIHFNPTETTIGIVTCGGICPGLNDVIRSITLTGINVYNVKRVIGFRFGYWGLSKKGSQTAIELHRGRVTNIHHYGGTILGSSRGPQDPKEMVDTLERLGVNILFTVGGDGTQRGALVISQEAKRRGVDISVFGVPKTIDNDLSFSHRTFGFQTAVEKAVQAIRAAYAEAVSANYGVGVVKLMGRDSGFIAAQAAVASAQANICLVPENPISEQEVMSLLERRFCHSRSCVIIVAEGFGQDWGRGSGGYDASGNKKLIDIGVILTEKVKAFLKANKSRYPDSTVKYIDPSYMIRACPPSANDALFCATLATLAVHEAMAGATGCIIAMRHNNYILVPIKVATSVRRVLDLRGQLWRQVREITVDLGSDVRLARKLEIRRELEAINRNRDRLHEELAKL
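1.25 nM PFK with 0.5 mM F6P and 0.1 mM ATP in 0.1 M TEA pH 8.0, 5 mM MgCl2, incubated 45 min at room temperature; ADP measured by ADP-Glo luminescence; compounds titrated up to 57 uM.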
FLuc modulator = qHTS profiling assay for firefly luciferase inhibitor/activator using purifed enzyme and Km concentrations of substrates (counterscreen for miR-21 project). hit rate 6.9% among 360,000. Potency, µM (top dose mostly 57.5 µM), without a hit: top-dose activity change, negative = inhibition, most hits filed as inhibitors. AID 588342, 2011. Luciferin 4-monooxygenase (Photinus pyralis), P08659. purified FLuc, Km substrates, luminescence inhibition;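 also: potency is read from the fitted curve at half-maximal effect; plate controls were vehicle for no effect and reference inhibitor for full effect; nearly all actives have a fitted effect of over 55% in size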
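Biochemical qHTS of compounds, final roughly 60 µM downward over six points, against 10 nM purified firefly luciferase using Km concentrations of substrates (10 uM D-luciferin, 10 uM ATP) in Tris acetate pH 7.5 buffer; luminescence output.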
Rab9 promoter act = qHTS Assay for Rab9 Promoter Activators; Huh7 Rab9 promoter-luciferase reporter, luminescence, 24 h; Potency, µM (titrated, usually from 9.22 µM), inactives show at the highest dose activation, negative = inhibition, actives largely listed as activators; hit rate 2.8% among 320,000; also: potency is read from the fitted curve at half-maximal effect; % of control where 0% means no effect; nearly all actives have a fitted effect of over 60% in size
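Using Huh7 cells stably transfected with Rab9 promoter–luciferase, compounds were incubated 24 h at 37 °C, 5% CO2; luciferase luminescence was read 10 min after reagent addition.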
ELG1 genotox = qHTS screen for small molecules that induce genotoxicity in human embryonic kidney (HEK293T) cells expressing luciferase-tagged ELG1; hit rate 1.3% among 330,000; AID 504466, 2011; Potency, µM (series often up to 46 µM), without a hit: at the top dose activity change, positive = activation, hits mostly activators; HEK293T ELG1-luciferase reporter, luminescence, 16 h; also: potency is read from the fitted curve at half-maximal effect; % of control where 0% means no effect; nearly all actives have a fitted effect of over 60% in size
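Reporter readout depends on ELG1 protein level, which increases with genetic stress. After 16 hr compound exposure at 37 °C, luciferase activity was quantified using ONE-Glo.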
Gal4-VP16 FLuc = VP16 counterscreen qHTS for inhibitors of ROR gamma transcriptional activity; Potency, µM (titrated, usually from 53.6 µM), without a hit: top-dose activity, negative = inhibition, most hits filed as inhibitors; Drosophila S2 Gal4-VP16 UAS-luciferase, luminescence, 20 h; hit rate 3.5% among 310,000;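 also: Gal4-VP16 expression switched on by copper sulfate through the metallothionein promoter; potency is read from the fitted curve at half-maximal effect; % is scaled to controls: 0 for no effect and ±100 for the full control effect; nearly all actives have a fitted effect of over 50% in size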
RORgamma inh = qHTS for inhibitors of ROR gamma transcriptional activity | hit rate 5.4% among 310,000 | Nuclear receptor ROR-gamma (Mus musculus), P51450 | Drosophila S2 Gal4-RORgamma UAS-luciferase reporter, 20 h | Potency, µM (titrated, usually from 53.6 µM), without a hit: top-dose activity change, negative = inhibition, hits mostly inhibitors; also: potency is read from the fitted curve at half-maximal effect; % is scaled to controls: 0 for no effect and ±100 for the full control effect; nearly all actives have a fitted effect of over 60% in size
Target sequence (P51450 whole entry, looked up, the tested form may be a part): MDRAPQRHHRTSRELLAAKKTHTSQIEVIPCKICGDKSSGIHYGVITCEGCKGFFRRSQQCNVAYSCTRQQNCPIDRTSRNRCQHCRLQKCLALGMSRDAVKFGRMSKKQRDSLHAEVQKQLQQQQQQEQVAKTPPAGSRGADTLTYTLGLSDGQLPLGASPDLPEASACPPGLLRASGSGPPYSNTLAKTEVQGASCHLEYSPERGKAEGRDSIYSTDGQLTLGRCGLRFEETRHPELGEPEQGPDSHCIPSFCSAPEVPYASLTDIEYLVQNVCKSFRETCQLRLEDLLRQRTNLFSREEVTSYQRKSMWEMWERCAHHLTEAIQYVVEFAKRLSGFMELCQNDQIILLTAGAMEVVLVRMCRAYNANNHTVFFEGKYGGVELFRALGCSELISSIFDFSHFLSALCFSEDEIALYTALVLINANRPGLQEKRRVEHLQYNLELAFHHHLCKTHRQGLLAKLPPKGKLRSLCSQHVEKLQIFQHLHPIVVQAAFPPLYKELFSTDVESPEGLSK
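Read-out: Photinus luciferase luminescence; inhibitors lower reporter signal. Insect Schneider cells with Gal4-ROR gamma fusion under metallothionein promoter, UAS reporter; 700 uM final copper sulfate induction, 20 hr, ambient temperature.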
Coupling enz = qHTS Assay for Inhibitors of Fructose-1,6-bisphosphate Aldolase from Giardia Lamblia: Coupling assay counterscreen; activity change, negative = inhibition, % at 58.2 µM, hits read low; hit rate 0.67% among 290,000; coupling enzyme system counterscreen, AmpLite Red fluorescence; in the data active = activity change below about -30%; also: % is scaled to controls: 0 for no effect and ±100 for the full control effect
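First, compound is pin-transferred into glyceraldehyde-3-phosphate coupling-enzyme reagent at 57.5 uM final and held 10 min at RT. Next, substrate, coupling system and AmpLite Red are added. After 20 min RT, fluorescence (525/598 nm) is read.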
Giardia killer = Small Molecules that selectively kill Giardia lamblia: qHTS; Giardia lamblia trophozoite viability; activity change, % at 7.66 µM, hits read low; hit rate 0.15% among 340,000; AID 540267, 2011; in the data active = activity change below about -80%; inconclusive = between about -30% and that limit;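 also: parasites exposed to compound for two days anaerobically before the ATP read; % is scaled to controls: 0 for no effect and ±100 for the full control effect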
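Luminescence from cellular ATP indicates surviving trophozoites (100 cells/well) following 48 hrs anaerobic compound treatment at 37 deg C; signal develops 15-30 min at room temperature.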
uPA generation = qHTS for Inhibitors of Cell Surface uPA Generation; hit rate 0.31% among 330,000; AID 540303, 2011; Potency, µM (top dose mostly 38.3 µM), without a hit: at the highest dose activity change, negative = inhibition, most hits filed as inhibitors; cell surface uPA generation assay, qHTS; active = well fitted inhibition curve with a large enough effect; inconclusive = small, poorly fitted or top-dose-only effect; inactive = no such curve, though single readings can be large or run the other way; tested in mouse RAW 264.7 cells; also: potency is read from the fitted curve at half-maximal effect; % is scaled to controls: 0 for no effect and ±100 for the full control effect; nearly all actives have a fitted effect of over 55% in size
* marks the source's active call; other numbers are inactive results; ? = inconclusive; / = no result given; & = joins results of further samples; [ ] = another dose, or the depositor's remark. Unless noted, calls follow the shape of the dose curve; as a rule, active = well fitted curve in the direction sought with a large enough effect; inconclusive = small, poorly fitted or top-dose-only effect, or another doubt; inactive = no such curve, though single readings can be large; an effect the other way counts as inactive or inconclusive. Compounds as they come. Share with any hit: about 14%.

Value order: KCNH2 3.1 block	NPC1 promoter act	Tb PFK block	FLuc modulator	Rab9 promoter act	ELG1 genotox	Gal4-VP16 FLuc	RORgamma inh	Coupling enz	Giardia killer	uPA generation
> COc1ccccc1CNC(=O)CSc1nc(=O)n(Cc2ccncc2)c2c1CCC2
    -7	-3%	-2%	3%	2%	-1%	/	/	/	4	0%
> COc1ccc(S(=O)(=O)N2CCN(C(=O)c3ccco3)CC2)cc1C(C)(C)C
    1	-7%	0%	0%	4%	-3%	22%	18%[1.91 µM]	2	-2	-19%
> Cc1cc(=O)[nH]c(SCn2nnc3ccccc3c2=O)n1
    0	-1%	-3%	1%	-11%	3%	5%	12%	1	15	-5%
> COC(=O)c1ccc(-c2ccc([C@H]3[C@H]4C=CC[C@@H](C)[C@@H]4C(=O)N3Cc3ccccc3)c(F)c2)cc1
    /	-1%	-1%	-10%	-12%	-4%	-4%	18%	-2	-9	0%
> CCOC(=O)c1c2n(c3ccc(O)cc13)CCC2
    -3	1%	-7%	-1%	-6%	2%	-3%	-7%	3	19	2%
> CCOC(=O)C1(Cc2cccc(OC)c2)CCN(CCO)CC1
    4	2%	0%	-1%	12%	-3%	-3%	-12%	1	-5	0%
> COc1cccc(C(=O)C2CCCN(C(=O)c3ccccc3Cl)C2)c1 (stereo not given)
    7	2%	-2%	-4%	3%	-5%	-5%	11%	-4	-14	3%
> Cc1ccc(NC(=O)CSc2ccc(-c3cccnc3)nn2)cc1
    7	-1%	-6%	-16%	-4%	-17%	-3%	-1%	-3	9	3%
> Cc1ccc2c(c1)N(CCCC(=O)Nc1cccc(C(F)(F)F)c1)C(=O)CO2
    0	5%	-6%	-1%&-12%	3%	-7%	6%	15%	/	13	-1%
> CC(C)(C)S(=O)(=O)/C(C#N)=C/Nc1ccccn1
    4	1%	0%	0%	-3%	0%	3%	3%	-2	9	3%
> CC(C)c1ccccc1NC(=O)Nc1ccc2c(c1)OCO2
    -13	14%	1%	?	7%	5%	25%	24%	/	7	-3%
> COc1ccc(NC(=O)CN(C)C(=O)C(NC(=O)c2ccco2)C(C)C)cc1 (stereo not given)
    12	-1%	3%	-1%	-4%	-7%	/	/	/	-1	1%
> C=CCN(CC=C)C(=O)c1c(OC)cccc1OC
    8	-2%	1%	2%	-5%	-2%	-7%	22%	-2	-1	6%
> CC(NC(=S)NCCN1CCOCC1)C12CC3CC(CC(C3)C1)C2 (stereo not given)
    -14	-4%	4%	3%	14%	-1%	-14%[10 µM]	5µM*	0	25	3%
> COc1ccc(-c2csc(NC(=O)CCCc3nc4ccccc4c(=O)[nH]3)n2)cc1OC
    7	-1%	-3%	?	-1%	-20%	/	/	/	4	-1%
> CC(Sc1nnnn1-c1ccc(Cl)cc1)C(=O)NCC(=O)Nc1ccc(F)c(F)c1F (stereo not given)
    3	0%	0%	2%	1%	-5%	1%	?	1	1	-1%
> COc1cccc(N(C(=O)c2snc(C(N)=O)c2N)C(C(=O)NCC2CCCO2)c2ccc3ncccc3c2)c1 (stereo not given)
    15	-2%	6%	3%	0%	-3%	3%	15%	-4	-5	-3%
> CSc1ccccc1NC(=O)c1ccc(Cl)s1
    6	2%	3%	-21%	-1%	-1%	1%	-8%	-12	1	/
> CCOc1ccc(-n2c(SCc3ccc([N+](=O)[O-])cc3)nnc2-c2ccccc2)cc1
    -30	-4%	-5%	-2%	-1%	-1%	1%	-17%	0	-20	1%
> O=C1OC(C(=O)Nc2nccs2)Cc2ccccc21 (stereo not given)
    0	1%	4%	?	-3%	5%	?	0%	-8	-13	2%
> CSc1cccc(CN2CCCC(C(=O)Nc3cccc(-n4cccn4)c3)C2)c1 (stereo not given)
    -31	-2%	-16%	-3%	1%	0%	-4%	-11%	/	12	?
> CCOc1cc(C2C(C#N)=C(N)OC(C)=C2C(C)=O)cc(Br)c1O (stereo not given)
    -1	-7%	8%	-1%	1%[1.84 µM]	-3%	10%	-14%	-1	-5	6%
> CCCN1CCN(CCCNC(=O)Cn2nc(-c3ccccc3)ccc2=O)CC1
    -3	-5%	-15%	-1%	-9%	0%	-9%	-31%	14	9	2%
> CC(=O)Nc1ccc(C(=O)CS(=O)(=O)c2ccc(C)cc2)cc1
    0	2%	19%	-11%	-4%	3%	6%	?	4	0	-1%
> COc1ccccc1C(CNC(=O)c1ccco1)N1CCCC1 (stereo not given)
    10	-1%	4%	-14%	-5%	5%	/	/	/	10	-2%
> COC(=O)c1noc(C)c1-c1ccnn1C(=O)c1ccc(C)cc1
    -1	-1%	0%	?	-2%	0%	-6%	-11%	-2	-3	1%
> CCOc1cnc(-c2c(-c3ccccc3Cl)noc2C)o1
    14	-5%	-3%	-10%	0%	0%	-4%	-7%	0	1	-1%
> COc1cccc(C(=O)NC(C)c2ccc(Br)cc2)c1 (stereo not given)
    -13	-1%	1%	2%	-2%	-5%	-16%	14%	-1	0	-3%
> NS(=O)(=O)c1ccc(CCNC(=O)c2ccccc2-c2ccccc2)cc1
    0	-3%	-3%	2%	0%	7%	-10%	-10%	2	-6	-9%
> COc1ccc(NC(=O)Cn2nnc(C(=O)NCc3ccccc3)c2N)cc1Cl
    -5	-3%	-14%	-1%	-2%	12%	14%	-44%	4	-12	6%
> COc1ccc(C(=O)N/N=C/c2cccc3cccnc23)cc1
    5	-4%	4%	7.6µM*	-10%	2%	2.2µM*	0.56µM*	-9	-18	-9%
> Cc1nn(Cc2ccccc2)c(Cl)c1C(=O)OCc1nnc(-c2ccc(Cl)cc2)o1
    -13	-2%	0%	-18%	4%	-1%	14%	9%	-2	8	10%
> COc1cc2c(C(F)(F)F)c(-c3ccsc3)oc(=O)c2cc1OC
    -10	/	1%	/	/	0%	/	/	/	53[activator]	-2%
> O=C(c1ccc(N2CCCC2)c([N+](=O)[O-])c1)N1CCN(CCO)CC1
    -4	-1%	1%	-2%	-1%	2%	-2%	2%	-2	2	4%
> CCCCn1c(N)c(N(CCOC)C(=O)c2cc(-c3ccccc3)nc3ccccc23)c(=O)[nH]c1=O
    0	-2%	0%	2%	-1%	17%	/	/	/	1	-8%
> Cc1ccc(Cn2nnc3c(=O)n(CC(=O)NCC4CCCO4)cnc32)cc1 (stereo not given)
    -21	1%	-2%	-2%	1%	3%	-1%	-2%	3	5	5%
> O=S(=O)(c1cccc2cnccc12)N1CCNCC1
    1	7%	0%	2%	-3%	-49%[inhibitor]	-23%	-13%	-1	-7	?
> O/N=C(\c1ccccn1)C1CC1c1ccccc1 (stereo not given)
    4	-2%	-4%	-10%	0%	-2%	-13%	13µM*	2	3	1%
> Cc1ccccc1CCNC(=O)C1CCCN(c2cnccn2)C1 (stereo not given)
    -15	0%	1%	-1%	-4%	0%	-1%	0%	-1	-21	2%
> CCOc1ccc(-n2nc(C(=O)NC3CCCCC3)c3ccccc3c2=O)cc1
    1	1%	1%	5%	0%	4%	?	3%	1	-22	-3%
> CCCc1cc(C(=O)NC2CCCN(Cc3ccccc3F)C2)no1 (stereo not given)
    25	10%	1%	-1%	2%	-1%	-5%	?	/	2	3%
> COc1ccc(N2CC(NS(=O)(=O)c3cccs3)CC2=O)cc1OC (stereo not given)
    5	0%	1%	-1%	-7%	1%	/	/	/	-16	-1%
> O=c1c2cc(N3CCOCC3)ccc2[nH]c(=S)n1CCCN1CCN(c2ccccc2F)CC1
    /	-4%	1%	0%	-7%	-3%	?	-39%	1	/	/
> COC(=O)c1ccc(NC(=O)c2ccc(NS(=O)(=O)c3cccc4cccnc34)cc2)cc1
    -7	1%	9%	17µM*	1%[1.84 µM]	4%	11%	36%	2	0	-4%

Source: PubChem
